Bioassay records (PubChem)
H1N1 NS1A inhibition: H1N1 influenza NS1A inhibitors, functional cell based assay (AID 504329) | NS1A functional cell-based assay, percent inhibition; higher % means a stronger effect | inhibition, % at 12.5 µM; hits with a dose series show IC50 in µM | 340,000 compounds, 0.3% hits; in the data active = a potency from the dose series; inconclusive = inhibition above about 27% without an active follow-up result; note: strong numbers were not always called active
PhoP GFP inhibition: PhoP regulon inhibitors, Salmonella typhi PhoP promoter GFP reporter, confirmatory (AID 1850) | inhibition, % at 50 µM, or IC50 in µM where a hit was titrated | 310,000 compounds, 0.33% hits | Salmonella Typhi PhoP-promoter GFP reporter, fluorescence, 4 h; higher % means a stronger effect; in the data active = a potency from the dose series; inconclusive = inhibition mostly from about 25% at the one dose, without a potency; inactive = the rest, 99 in 100 with inhibition below about 19%;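 note: 0% = induced wells with vehicle and 100% = uninduced wells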
M. tuberculosis HTS: M. tuberculosis growth inhibition, HTS (AID 449762); M. tuberculosis H37Rv growth inhibition, 7H9 media; higher % means a stronger effect; inhibition, % at 25 µM, or IC50 in µM where a hit was titrated; 330,000 compounds, 0.59% hits; in the data active = a potency from the dose series; inconclusive = inhibition above about 70% without an active follow-up result;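 note: bacterial growth assessed after seven days of incubation; strong numbers were not always called active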
inhibitors of VEEV: inhibitors of VEEV TC-83 cytopathic effect, confirmation, Vero cells (AID 588727). Vero cells, VEEV TC-83 cytopathic effect inhibition; higher % means a stronger effect. inhibition, % at 20 µM; hits with a dose series show IC50 in µM. 350,000 compounds, 0.13% hits; in the data active = a potency from the dose series; inconclusive = inhibition mostly from about 14% at the one dose, without a potency; inactive = the rest, 99 in 100 with inhibition below about 12%; note: strong numbers were not always called active
tuberculosis growth: growth inhibition of non-replicating M. tuberculosis (AID 488890) | Mycobacterium tuberculosis non-replicating, growth inhibition; higher % means a stronger effect | one-dose inhibition, % at 25 µM; IC50 in µM for titrated hits | 320,000 compounds, 0.39% hits; in the data active = a potency from the dose series; inconclusive = inhibition mostly from about 82% at the one dose, without a potency; inactive = the rest, 99 in 100 with inhibition below about 76%;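 note: plate controls were DMSO cells for no effect and high antibiotic wells for full effect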
inhibitors of VEEV 10K pilot screen: recorded beside inhibitors of VEEV, whose call it bears; inhibition, %; measured here: 10K pilot screen inhibition
* = called active by the depositor; i = inactive; ? = inconclusive; / = no result given; & = joins results of further samples.

SMILES	H1N1 NS1A inhibition	PhoP GFP inhibition	M. tuberculosis HTS	inhibitors of VEEV	tuberculosis growth	others
O=C(Nc1ccccc1)c1ccc(NCCN2C(=O)CCC2=O)c([N+](=O)[O-])c1	-2%	-8%	2%	i	2%
Clc1ccc(/C=N\Nc2ccccc2)cc1	3%	-7%	56%	0.5%	46%
CN(C(=O)c1ccccc1[N+](=O)[O-])c1ccccc1C(=O)NCc1ccccc1	9%	-1%	7%	6.2%	-16%
CC1(c2ccc(Cl)c(Cl)c2)NC(=S)N2C1NC(=S)N2c1ccccc1 (configuration not stated)	-5%	-4%	>100µM*	1.8%	1%
CC1CN(c2nnc(-c3ccccc3)c3ccccc23)CC(C)O1 (configuration not stated)	4%	0%	-4%	i	-10%
COc1ccc(CNC(=O)CCC(=O)N2CC(C)Oc3ccccc32)cc1 (configuration not stated)	2%	-8%	-4%	2.8%	-20%
CC[C@H](CO)NCCN[C@H](CC)CO	-2%	-14%&2%	?	3.8%	59%
CSCCC(NC(=O)c1ccc(Cl)cc1)C(=O)OCC(=O)Nc1ccc(C#N)cc1 (configuration not stated)	6%	-6%	1%	0.5%	-9%
CN1C(=O)[C@H]2[C@@H](C3CC3)N3C(=O)CN(Cc4ccccn4)C(=O)[C@@]3(Cc3ccccc3)[C@H]2C1=O	-11%	-8%	1%	i	-7%
C=CCNC(=O)N1CCC(c2nc3ccccc3s2)CC1	1%	14%	-8%	0.7%	6%
Cc1cc(C)c(S(=O)(=O)NCCc2cc3ccc(C)c(C)c3[nH]c2=O)c(C)c1	-20%	-2%	-1%	i	22%
O=C(COc1ccccc1)Nc1nonc1NC(=O)COc1ccccc1	-3%	-11%	-7%	2.2%	?
O=C(c1ccc(N2CCC3(CC2)OCCO3)c([N+](=O)[O-])c1)N1CCOCC1	-3%	17%	7%	1.0%	-3%
CC1(C)CC(=O)c2cnc(N3CCc4ccccc4C3)nc2C1	1%	18%	2%	0.7%	33%
Oc1ccc2ccccc2c1C=NCc1cn2ccsc2n1	2%	0%	-14%	0.1%	75%
O=C(c1ccc(F)cc1)N1CCN(c2ccccn2)CC1	1%	1%	5%	i	15%
COC(=O)[C@@H](NC(=O)NCc1ccccc1F)C(C)C	-1%	11%	-6%	0.9%	3%
Cc1ccc(NC2CCCN(C(=O)c3ccnc(Cl)c3)C2)cc1C (configuration not stated)	8%	1%	5%	0.7%	23%
CCC(=O)NC(c1ccc(OC)c(OC)c1)c1cc(Cl)c2cccnc2c1O (configuration not stated)	13%	/	/	3.9%	/
CCOC(=O)C1CCN(C2CCN(C(=O)c3oc4c(F)cccc4c3C)CC2)CC1	-2%	-8%	-2%	7.0%	59%
CC(=O)Nc1ccc(S(=O)(=O)Nc2cccc(NC(=O)C(C)(C)C)c2)cc1	11%	-3%	-4%	1.9%	11%
COc1ccc(N2C(=NC(=O)C3CCCCC3)SC3CS(=O)(=O)CC32)c(OC)c1 (configuration not stated)	4%	-4%	-7%	3.7%	4%
COc1cc(N)n(S(=O)(=O)c2ccc(C)cc2)n1	-1%	5%	-2%	2.0%	-26%
O=C(O)COc1ccc(NC(=O)c2ccc(NC(=O)c3ccco3)cc2)cc1	1%	5%	-4%	i	-8%
Cc1ccccc1NC(=O)c1sc(NC(=O)C2CC2)nc1C	-20%	9%	2%	i	-7%
O=C(NC1CCN(Cc2ccccc2)C1)c1cc(S(=O)(=O)N2CCOCC2)ccc1Cl (configuration not stated)	-9%	/	0%	3.6%	-3%
COc1cc2ccccc2cc1C(=O)N1CCCC(C(F)(F)F)C1 (configuration not stated)	-8%	/	-1%	1.2%	8%
Cc1ccc(C)c(NS(=O)(=O)c2cc(C(=O)N3CCCC3)ccc2Cl)c1	-3%	-1%	2%	i	3%
COc1cccc(-c2nc3n(n2)C(c2cccs2)C(C(=O)Nc2cccnc2)=C(C)N3)c1 (configuration not stated)	-3%	17%	4%	1.0%	14%
CCOC(=O)c1nc(NCc2ccccc2)sc1C	0%	-2%	19%	4.0%	63%
COCCNc1nc(SC)nc2sc3c(c12)CCN(C)C3	-14%	-8%	1%	0.4%	-4%
Cn1cccc2[nH]c(=O)nc1-2	-16%	-7%	-7%	0.2%	-13%
Nc1nnc(CC(=O)N/N=C/c2ccc(-c3ccccc3Cl)o2)s1	-5%	-5%	10%	0.6%	15%
CCOC(=O)Cn1nnnc1C(CC)N(Cc1ccccc1)Cc1cc2cc(C)ccc2[nH]c1=O (configuration not stated)	2%	-5%	-7%	3.2%	28%
Cc1cc2ncn(C(=O)c3c(-c4ccccc4)noc3C)c2cc1C	1%	13%	9%	0.1%	6%
O=C(c1ccccc1Sc1ccc([N+](=O)[O-])cc1Cl)N1CCOCC1	12%	-10%	-2%	0.2%	-1%
COc1ccc2occ(C(=O)c3ccccc3)c2c1	9%	7%	-7%	6.1%	/
COc1cc(C2c3cc4c(cc3OC(C)(N3CCCC3)C2C)OCO4)cc(OC)c1OC (configuration not stated)	1%	/	/	10%	/
Cc1cccc(NC(=O)CC2Nc3cccc4cccc(c34)NC2=O)c1 (configuration not stated)	8%	8%	1%	11%	3%
COc1cc(CC(=O)NCCc2ccc(OCc3ccccc3)cc2)c([N+](=O)[O-])cc1OC	-4%	12%	3%	1.3%	5%
Cc1ccc(C2CN=NC23CCc2ccccc2C3=O)cc1 (configuration not stated)	3%	2%	4%	i	1%
CC(C)NC(=O)N(C)C[C@H]1Oc2c(NC(=O)C3CC3)cccc2C(=O)N([C@H](C)CO)C[C@@H]1C	1%	/	1%	1.3%	12%
CCCCOC(=O)c1sc2nc(N3CCOCC3)c3c(c2c1N)CC(C)(C)OC3	9%	-1%	-6%	0.9%	-13%
Cc1cc(NC(=O)CSc2nc3ccccc3n2CC(C)C)no1	9%	8%	2%	2.1%	48%
O=C(COC(=O)[C@H](Cc1ccccc1)NC(=O)c1ccco1)NCc1ccccc1	0%	-3%	-7%	i	1%
COc1ccc(OC)c(-c2csc(NC(=O)Cc3ccccc3F)n2)c1	3%	-5%	?	8.9%	28%
CC(C)Cn1c(=O)c2ccccc2n2c(CCC(=O)NCC3CCCO3)nnc12 (configuration not stated)	-3%	10%	-1%	3.1%	-3%
Cc1nnc(SCCC(C)C)[nH]c1=O	7%	-3%	-2%	6.3%	-16%

Entries above containing an aryl thioether with sulfur outside any ring:
SMILES	H1N1 NS1A inhibition	PhoP GFP inhibition	M. tuberculosis HTS	inhibitors of VEEV	tuberculosis growth	others
COCCNc1nc(SC)nc2sc3c(c12)CCN(C)C3	-14%	-8%	1%	0.4%	-4%
O=C(c1ccccc1Sc1ccc([N+](=O)[O-])cc1Cl)N1CCOCC1	12%	-10%	-2%	0.2%	-1%
Cc1cc(NC(=O)CSc2nc3ccccc3n2CC(C)C)no1	9%	8%	2%	2.1%	48%
Cc1nnc(SCCC(C)C)[nH]c1=O	7%	-3%	-2%	6.3%	-16%

The listing picks up; the 2 compounds before the break are reprinted first.
SMILES	H1N1 NS1A inhibition	PhoP GFP inhibition	M. tuberculosis HTS	inhibitors of VEEV	tuberculosis growth	others
CC(C)Cn1c(=O)c2ccccc2n2c(CCC(=O)NCC3CCCO3)nnc12 (configuration not stated)	-3%	10%	-1%	3.1%	-3%
Cc1nnc(SCCC(C)C)[nH]c1=O	7%	-3%	-2%	6.3%	-16%
CC(C)Cn1c(N)c(C(=O)CSc2nc3ccccc3c(=O)n2CCCN2CCOCC2)c(=O)n(C)c1=O	/	-6%	13%	/	-4%
Cc1c(NC(=O)CSC2=C(C#N)C(c3ccccc3F)CC(=O)N2)c(=O)n(-c2ccccc2)n1C (configuration not stated)	1%	8%	0%	i	2%	inhibitors of VEEV 10K pilot screen=0.3
O=C(O)C1C2C=CC(C2)C1C(=O)NCc1ccccn1 (configuration not stated)	/	-8%	3%	/	-2%
NC(=S)NN=C1CCC2(CCCCC2)CC1	3%	/	/	0.3%	/
Cc1c(NC(=O)COC(=O)CSc2ccc([N+](=O)[O-])cc2)c(=O)n(-c2ccccc2)n1C	-12%	/	0%	0.3%	12%
CCN(C(=O)c1cccs1)c1nnc(-c2ccncc2)s1	1%	-15%	-8%	3.6%	-1%
COC(=O)CSc1nc2c(c(=O)n(C)c(=O)n2C)n1CCC(C)C	8%	-19%	1%	0.7%	18%
CC(=O)c1c(O)c(C)c(-c2ccccc2)n(-c2ccccc2)c1=O	2%	1%	-4%	0.5%	27%
COc1ccc(NC(=O)CN2C(=O)C(C)Oc3ccc(C)cc32)cc1 (configuration not stated)	-4%	0%	-2%	0.2%	7%
CCCc1ccc2oc(C(=O)NCc3nnc(C)o3)c(C)c2c1	98%	-7%	5%	4.5%	21%
O=C(NCC1CCCO1)c1ccc(COc2ccc(F)cc2)o1 (configuration not stated)	-6%	-10%	-10%	0.1%	24%
CN(CC(=O)Nc1ccccc1C(=O)N1CCCC1)S(=O)(=O)c1ccc(Cl)cc1	4%	-4%	4%	i	-18%
COc1ccc(S(=O)(=O)N(CC(=O)N/N=C/c2cccs2)c2ccc(C)cc2)cc1OC	2%	-13%	6%	9.7%	12%
CCCCN(C)C(=O)C1CCC(CNS(=O)(=O)c2ccc3c(c2)CC(C)N3C(=O)C2CC2)CC1 (configuration not stated)	-7%	6%	1%	0.5%	33%
CC(=O)C1=C(C)NC(SCC(N)=O)=C(C#N)C1C (configuration not stated)	-21%	-5%	-5%	1.6%	-4%
COc1ccc(OC)c(C2=Nn3c(nnc3-c3cccc(OC(C)C)c3)SC2)c1	-2%	0%	10%	1.7%	6%
OCCCc1nc2n(n1)C(c1ccccc1)C=C(c1ccc(F)cc1)N2 (configuration not stated)	-1%	-8%	0%	3.0%	-9%
Cn1c(=O)c2c(nc(Oc3ccc4ccccc4c3)n2C)n(C)c1=O	3%	-2%	10%	i	15%
O=C(O)c1cccc(S(=O)(=O)N2CCC(Cc3ccccc3)CC2)c1	-7%	-1%	7%	1.3%	16%
CCc1nnc(NS(=O)(=O)c2ccc(NC(=O)c3ccco3)cc2)s1	1%	-2%	4%	i	20%
CS(=O)(=O)N1CCN(C(=O)Cc2ccccc2Cl)CC1	6%	8%	-1%	0.5%	-12%
Cc1cccc(NC(=O)Nc2nnc(-c3ccccc3)o2)c1	-4%	-4%	66%	5.9%	?
Cc1nn(-c2ccccn2)c2c1-c1nc(N3CCOCC3)ncc1CC2	-5%	-10%	13µM*	7.6%	35%
COCCNC(=S)N/N=C(\C)c1ccccc1F	-5%	-27%	?	3.3%	?

Overlap with the part before: 4 entries, then new ones.
SMILES	H1N1 NS1A inhibition	PhoP GFP inhibition	M. tuberculosis HTS	inhibitors of VEEV	tuberculosis growth	others
CS(=O)(=O)N1CCN(C(=O)Cc2ccccc2Cl)CC1	6%	8%	-1%	0.5%	-12%
Cc1cccc(NC(=O)Nc2nnc(-c3ccccc3)o2)c1	-4%	-4%	66%	5.9%	?
Cc1nn(-c2ccccn2)c2c1-c1nc(N3CCOCC3)ncc1CC2	-5%	-10%	13µM*	7.6%	35%
COCCNC(=S)N/N=C(\C)c1ccccc1F	-5%	-27%	?	3.3%	?
CCn1cc(C(=O)NCc2ccccc2F)c(=O)c2ccc(C)nc21	-5%	5%	-3%	0.8%	-16%
O=C(CN1CCC(O)(c2ccc3c(c2)OCO3)CC1)N1CCOCC1	-9%	-8%	2%	i	9%
Cc1c(CC(=O)NCC(C)C)c(=O)oc2cc3c(cc12)CCC(C)(C)O3	-9%	-2%	8%	0.5%	10%
Cc1cc(C)nc(CCNC(=O)c2cc(COc3c(F)cccc3F)on2)n1	-1%	-2%	-2%	0.9%	-26%
CCOC(=O)C1=C(C)NC(=O)CC1c1ccccc1OC (configuration not stated)	-10%	-1%	1%	0.0%	4%
